# GCN5L2 inh – qHTS Assay for Inhibitors of GCN5L2. Histone acetyltransferase KAT2A (Homo sapiens), Q92830. GCN5L2 HAT assay, ThioGlo1 CoA-SH fluorescence. Potency, µM (top dose mostly 58.9 µM), for inactives: at the highest dose activity change, negative = inhibition, usual class: inhibitors. 0.21% of 390,000 active. AID 504327, 2011
# Target sequence (Q92830 whole entry, looked up): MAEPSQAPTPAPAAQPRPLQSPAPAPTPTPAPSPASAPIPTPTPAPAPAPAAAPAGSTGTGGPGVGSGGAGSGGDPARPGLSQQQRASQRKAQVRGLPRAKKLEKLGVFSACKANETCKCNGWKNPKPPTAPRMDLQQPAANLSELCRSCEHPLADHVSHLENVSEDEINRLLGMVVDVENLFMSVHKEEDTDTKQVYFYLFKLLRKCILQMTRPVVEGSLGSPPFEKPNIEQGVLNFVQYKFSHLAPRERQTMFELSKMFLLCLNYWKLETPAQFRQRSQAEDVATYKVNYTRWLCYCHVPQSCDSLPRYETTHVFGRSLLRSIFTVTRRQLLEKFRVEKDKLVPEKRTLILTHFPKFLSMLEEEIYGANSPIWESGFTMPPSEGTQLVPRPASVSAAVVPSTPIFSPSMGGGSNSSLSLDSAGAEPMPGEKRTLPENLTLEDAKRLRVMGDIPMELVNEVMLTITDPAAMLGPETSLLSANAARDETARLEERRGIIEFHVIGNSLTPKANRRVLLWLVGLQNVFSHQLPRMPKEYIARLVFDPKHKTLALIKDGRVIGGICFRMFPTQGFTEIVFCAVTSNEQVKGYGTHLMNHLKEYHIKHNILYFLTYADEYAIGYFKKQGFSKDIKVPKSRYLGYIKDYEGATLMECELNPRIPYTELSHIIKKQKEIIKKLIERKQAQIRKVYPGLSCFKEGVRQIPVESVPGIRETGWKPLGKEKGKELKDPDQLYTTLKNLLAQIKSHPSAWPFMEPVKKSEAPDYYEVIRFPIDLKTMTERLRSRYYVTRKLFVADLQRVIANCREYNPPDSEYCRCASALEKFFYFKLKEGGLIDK
#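 Fluorescence readout, Ex340nm/Em540nm: ThioGlo1 (50uM final) reacts with free CoA thiol released as 20nM GCN5L2 acetylates H3(1-25) peptide (75uM) using acetyl-CoA (70uM). Compound and enzyme sat 15 min beforehand; 20 min room-temperature reaction.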
# TDP1 block – qHTS Assay for Inhibitors of Tyrosyl-DNA Phosphodiesterase (TDP1); recombinant TDP1, AlphaScreen DNA substrate cleavage; Potency, µM (titrated, usually from 130 µM), for the others: at the highest dose activity change, negative = inhibition, usual class: inhibitors; 0.28% of 350,000 active; further: nearly all actives have a fitted effect of over 40% in size
#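 Recombinant human Tdp1 (E. coli-expressed, 1 nM final) preincubated with compounds 15 min at room temperature, then 5'-biotin/3'-phosphotyrosine-FITC DNA substrate (15 nM final) added for 5 min. AlphaScreen beads (10 ug/ml final) added 10 min; cleavage lowers signal.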
# TDP1 cell noCPT – qHTS for Inhibitors of human tyrosyl-DNA phosphodiesterase 1 (TDP1): qHTS in cells in absence of CPT; DT40 Tdp1-/- hTDP1 cells, no CPT, ATP luminescence, 48 h; Potency, µM (titrated, usually from 46.2 µM), for the others: at the highest dose activity change, negative = growth inhibition, most hits filed as inhibitors; 15% of 420,000 active; further: nearly all actives have a fitted effect of over 55% in size
#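 A cellular qHTS used chicken DT40 cells lacking endogenous Tdp1 but carrying stably transfected human TDP1. Compounds were applied without camptothecin, and cell growth kinetics were judged by ATP-dependent luminescence after ≥48 hr.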
# * = called active by the depositor; ? = inconclusive; . = no result given; & = joins results of further samples; [ ] = remark or other dose. The call rests on the fitted dose curve; in most records, active means well fitted curve in the direction sought with a large enough effect; inconclusive means small, poorly fitted or top-dose-only effect, or another doubt; inactive means no such curve, though single readings can be large; an effect the other way counts as inactive or inconclusive. On the % scale 0 is the no-effect control and ±100 the full control effect; potency means the concentration at half of the fitted maximal effect. Some of the compounds tested (hit frequency here may not be typical).
SMILES,GCN5L2 inh,TDP1 block,TDP1 cell noCPT
CC(C)c1nn2c(=O)cc(COC(=O)CNC(=O)c3ccccc3)nc2s1,11%,8%,-13%
O=C(NCc1cc(F)ccc1F)C1CCC(=O)N(C2CCCCCC2)C1 (centres undefined),1%,4%,?
CC(C)(C)n1c(=O)[nH]c2c(c1=O)CCC2,2%,7%,6%
CCOC(=O)c1c(/N=C/c2ccc(OC)cc2O)sc2c1CCN(C)C2,-7%,1%,-4%
O=C(Nc1ccc(CN2CCS(=O)(=O)CC2)cc1)c1ccc(F)cc1,-7%,-6%,4%
CSc1ccc(CN2CCC(n3nccc3NC(=O)C3CCOC3)CC2)cc1 (centres undefined),0%,4%,-11%
COc1ccc(CN2CCCCC2C)cc1C (centres undefined),0%,0%,-3%
O=C(N/C(=C/c1ccccc1Cl)C(=O)N1CCOCC1)c1ccccc1,-4%,-1%,13%
COc1ccc(N(C(C)C(=O)NCCSCc2cccc(Cl)c2)S(C)(=O)=O)cc1 (centres undefined),-5%,.,?
Cc1cccc(NC(=O)C2CCCN2C(=O)OCC(C)C)c1C (centres undefined),2%,0%,-15%

# Filtered by structure: the entries above containing an aryl methoxy group
SMILES,GCN5L2 inh,TDP1 block,TDP1 cell noCPT
CCOC(=O)c1c(/N=C/c2ccc(OC)cc2O)sc2c1CCN(C)C2,-7%,1%,-4%
COc1ccc(CN2CCCCC2C)cc1C (centres undefined),0%,0%,-3%
COc1ccc(N(C(C)C(=O)NCCSCc2cccc(Cl)c2)S(C)(=O)=O)cc1 (centres undefined),-5%,.,?

# New compounds follow:
SMILES,GCN5L2 inh,TDP1 block,TDP1 cell noCPT
O=C(OCC(=O)N1CCCC1)c1ccc(Cl)c([N+](=O)[O-])c1,-3%,.,-12%
Cc1ccnc(NC(=O)C2CCN(S(=O)(=O)c3ccc(Cl)c(C(F)(F)F)c3)CC2)c1,-8%,-3%,?
O=C(CCS(=O)(=O)c1cccc2nonc12)Nc1ccc(F)cc1F,-4%,5%,-3%
CN1CCN(CC(O)COc2ccc(Cl)cc2)CC1 (centres undefined),-5%,2%,-5%
O=C(CCC1CCCC1)N=C1SC2CS(=O)(=O)CC2N1Cc1ccccc1 (centres undefined),1%,1%,1%
O=C(CSCCO)Nc1cc(C(F)(F)F)ccc1Cl,1%,2%,-9%
COCCCNC(=O)CC(C)c1ccccc1 (centres undefined),3%,4%,-7%
O=C(O)C1[C@H]2C(=O)N(C3CCCC3)C[C@]23C=C[C@H]1O3 (some centres undefined),2%,0%,-6%
CN1CCN(S(=O)(=O)c2cccc(C(=O)Nc3nc(-c4ccccc4)cs3)c2)CC1,-6%,-6%,?
CCCc1cc(=O)n2[nH]c(NCc3ccc(OC)c(OC)c3)nc2n1,-1%,-3%,-6%
C/C(=C\c1ccccc1)CN1CCC(C(=O)N2CCCC(C)C2)CC1 (centres undefined),0%,-2%,?
COc1ccc(C(=O)COC(=O)c2ccc(N(C)C)cc2)cc1,-6%,-8%,-28%
CCN1CCc2c(OCC(=O)Nc3ccc(C)cc3)cccc2C1=O,-8%,4%,-17%
N=c1c(C(=O)NCc2ccccc2)cc2c(=O)n3ccccc3nc2n1Cc1ccco1,-7%,-2%,?
NS(=O)(=O)c1cc(C(=O)NNC(=O)c2ccc3c(c2)OCO3)ccc1Cl,-4%,0%,-12%
Cc1ccc(OCC(=O)Nc2ccc(S(=O)(=O)N3CCOCC3)cc2)c(Br)c1,-2%,-1%,?
CCOc1ccccc1N(C)C(=O)Cn1ncc2c([nH]c3ccc(C)cc32)c1=O,-1%,6%,?
C=CC[C@@H](CC(=O)N[C@H](CO)Cc1ccccc1)C(=O)N[C@H](COC(=O)[C@@H](CC=C)CC(=O)OC(C)(C)C)Cc1c[nH]c2ccccc12,2%,2%,?
CC[C@@]1(c2ccccc2)C(=O)N(C(=O)OC)N1C(=O)OC,-1%,.,?
Cc1cccc(C)c1NC(=O)CNC(=O)C(NC(=O)c1ccc(C(C)(C)C)cc1)C(C)C (centres undefined),-2%,5%,21µM*
CN1C[C@@H]2C[C@@H](c3ccc(C#CC(C)(C)O)s3)N3CCC[C@@]23C1=O,-11%,4%,17%
O=C(c1ccc([N+](=O)[O-])cc1)N1C=CC(C(F)(F)F)=NCC1,-9%,-5%,2%
CCCCn1c(N)c(N(CC)C(=O)c2ccc(C#N)cc2)c(=O)[nH]c1=O,-3%,7%,-4%
Cn1cnnc1SCCC(=O)Nc1ccc(Cl)cc1,0%,5%,-9%
O=S(=O)(Cc1cc(Cl)nc(-c2ccccc2)n1)c1ccccc1,-7%,3%,?
COc1cc(NS(=O)(=O)c2ccc(NC(=O)c3ccc(S(=O)(=O)N4CCCC4)cc3)cc2)ncn1,-3%,3%,.
CC1CCN(CCCn2c(SCC(=O)NC3CCCC3)nc3ccccc3c2=O)CC1,4%,1%,16%
CCOC(=O)Cn1c(=O)c2c(nc3n2CCCN3Cc2ccccc2)n(C)c1=O,-3%,.,-24%
CC1CCc2onc(C(=O)N3CCN(c4cccc(Cl)c4)CC3)c2C1 (centres undefined),-11%,-1%,?
CC(=O)Nc1c2c(nn1-c1cccc(C)c1)CSC2,-5%,2%,8%
CCc1cc2cccc(C)c2nc1SCC(=O)NNC(=O)c1ccco1,-7%,3%,-14%
CCC(C)NC(=O)c1ccc(NC(=O)CC2SC(N3CCCC3)=NC2=O)cc1 (centres undefined),2%,-2%[56.1 µM],-5%
COC(=O)Nc1ccc2c(c1)Nc1ccccc1CC2,-24%,.,?
O=C(NCC(c1ccco1)N1CCc2ccccc21)c1ccc([N+](=O)[O-])cc1 (centres undefined),-5%,.,-22%
COc1ccccc1C1C(C#N)=C(N)N(c2cccnc2)C2=C1C(=O)CC(C)(C)C2 (centres undefined),-9%,8%,-21%
CCC[N+](CC#Cc1ccccc1)(CCC)CC(=O)c1ccc(Cl)cc1,-5%,0%,26µM*
CC1=C(C(=O)OCC2CCCO2)C(c2ccc(C)o2)C2=C(CC(c3ccc(F)cc3)CC2=O)N1 (centres undefined),-22%,7%,?
Cc1nc(SCC(=O)N2CCCC2=O)nc(C)c1C,3%,0%,-4%
Cc1ccc(Cl)cc1NC(=O)C1CCCN(c2cnccn2)C1 (centres undefined),-8%&-6%,5%&0%,?
CCN(CC)C(=O)Cn1c(=O)n(CC2CCC(C(=O)NC)CC2)c(=O)c2sccc21 (centres undefined),12%,10%,-14%
Cc1ccc(-c2cc(C(=O)NCCCn3ccnc3)c3ccccc3n2)s1,?,7%,-22%
COc1ccc(NC(=O)c2ccccc2SC)cc1,-3%,-4%,-21%
O=C(NC(=S)Nc1ccc(CN2CCOCC2)cc1)c1cccc(F)c1,-20%,5%,?
Cc1ccc(C(=O)COC(=O)CNC(=O)Cc2ccccc2)cc1,-11%,1%,6%
CS(=O)(=O)N1CCN(C(=O)CSc2ccccc2)CC1,-8%,.,-6%
O=C(Nc1cccc(C(=O)OCc2cc(=O)n3nc(C4CC4)sc3n2)c1)c1cccc(F)c1,-3%,4%,4%
COC(=O)c1cc(S(=O)(=O)NCC2CCN(Cc3ccc(C)cc3)CC2)cn1C,-5%&-6%,-1%&0%,?
O=C(Nc1ccccc1N1CCOCC1)c1cccs1,-2%,1%,-8%
O=C(Cn1cc2c(n1)CCCC2)NCCCN1CCCC1,-3%,-9%,2%
Cc1ccc(-c2nn(-c3ccccc3)cc2CC(=S)N2CCOCC2)cc1,-8%,5%,-24%

# Going on with the list.
SMILES,GCN5L2 inh,TDP1 block,TDP1 cell noCPT
O=c1c2ccccc2nnn1CSc1nnc2sc3ccccc3n12,-21%,-1%,.
Cc1cc(C)c(S(=O)(=O)N2CCCCC2)c(C)c1N(C)S(=O)(=O)c1ccccc1,-13%,5%,?
COc1ccccc1NC(=O)CSc1nnc(-c2ccco2)n1Cc1ccco1,-3%,2%,-23%
CC(=O)c1c(O)ccc2c(-c3ccccc3)cc(=O)oc12,-10%,0%,-3%
ONC(=Nc1ccccc1)C(=Nc1ccccc1)NO,3%,0%,-6%
COc1ccc(C2SCC(=O)N2c2c(C)n(C)n(-c3ccccc3)c2=O)c(OC)c1 (centres undefined),-6%,-3%,1%
CCN1C(=O)[C@H]2[C@@H](c3ccc(-c4ccccc4)cc3)N[C@@](CC(C)C)(C(=O)OC)[C@H]2C1=O,-8%,-1%,18µM*
Cc1cccc(NC(=O)C2CCN(S(=O)(=O)c3c(C)c(C)cc(C)c3C)CC2)n1,-22%,5%,16µM*
N/C(Cc1cccs1)=N\OC(=O)COc1ccc(Cl)cc1Cl,-9%,.,-9%
O=C1N(c2ccccc2)C(c2ccccc2)C12CCCCC2 (centres undefined),-7%,.,?
O=C(N/N=C/c1ccc2c(c1)OCO2)c1ccc(NC(=O)c2ccccc2Cl)cc1,-5%,-6%,?
Cc1ccc(NC(=O)C(Cc2ccccc2)NS(=O)(=O)c2ccc3c(c2)oc(=O)n3C)cc1F (centres undefined),-5%,3%,-17%
Cc1ccc(NC(=O)CNC(=O)N2CC(=O)Nc3ccccc32)cc1F,-2%,5%,?
COc1ccc2[nH]cc(CCNc3ccnc(-c4ccoc4)n3)c2c1,-29%,.,?
O=C(Nc1nc2ccccc2n1CCOc1ccccc1Cl)c1ccccc1,9%,7%[12.3 µM],?
CCc1cc(C(=O)NNC(=S)NC2CCCCC2)cs1,-1%,0%,-9%
CC1CC(=O)N(CC(=O)NCc2ccco2)c2ccccc2S1 (centres undefined),3%,0%,-18%
COc1cccc(C(C#N)N2CCOCC2)c1 (centres undefined),-4%,3%,-12%
CC1CCCN(C(=O)N2c3ccccc3Sc3ccccc32)C1 (centres undefined),-1%,2%,13µM*
CCn1cc(CNC(=O)c2ccc(C)s2)cn1,3%,-4%,-15%

# Random excerpt: six entries already listed, in no set order.
SMILES,GCN5L2 inh,TDP1 block,TDP1 cell noCPT
Cc1cccc(C)c1NC(=O)CNC(=O)C(NC(=O)c1ccc(C(C)(C)C)cc1)C(C)C (centres undefined),-2%,5%,21µM*
Cc1cccc(NC(=O)C2CCN(S(=O)(=O)c3c(C)c(C)cc(C)c3C)CC2)n1,-22%,5%,16µM*
CN1CCN(S(=O)(=O)c2cccc(C(=O)Nc3nc(-c4ccccc4)cs3)c2)CC1,-6%,-6%,?
C=CC[C@@H](CC(=O)N[C@H](CO)Cc1ccccc1)C(=O)N[C@H](COC(=O)[C@@H](CC=C)CC(=O)OC(C)(C)C)Cc1c[nH]c2ccccc12,2%,2%,?
Cc1nc(SCC(=O)N2CCCC2=O)nc(C)c1C,3%,0%,-4%
COCCCNC(=O)CC(C)c1ccccc1 (centres undefined),3%,4%,-7%

# Following part:
SMILES,GCN5L2 inh,TDP1 block,TDP1 cell noCPT
CC1CC(C)CN(S(=O)(=O)c2cc3c(cc2Cl)NC(=O)CO3)C1 (centres undefined),0%,.,?
Cc1ccc(N2C(=O)CC(Sc3nc(-c4ccccc4)c4cc(Cl)ccc4n3)C2=O)c(C)c1 (centres undefined),36%[activator],-2%,-27%
Cc1ccc(S(=O)(=O)N2CCC(C(=O)OCc3c(C)noc3C)CC2)cc1C,-11%,.,1%
CCN(CC)c1ccc(NC(=O)c2c(OC)cccc2OC)c(C)c1,.,-1%,-10%
Cc1ccc(CCNC(=O)C2CCC(CNc3c(N4CCCC4)c(=O)c3=O)CC2)cc1 (centres undefined),-18%,-3%,1%
CCC(C)C(NC(=O)C1CCC(C)CC1)C(=O)Nc1cc(OC)ccc1OC (centres undefined),?,7%,18µM*
COc1cc2c(C#N)c(N3CCOCC3)nc(N)c2c(N)n1,?,-4%,23µM*
CCCCc1c(O)nc(SCC(=O)N2CCCCC2)n(-c2ccccc2C)c1=O,-9%,1%,0%
O=C(Nc1nnc(SCC(=O)N2CCCCC2)s1)c1c(F)cccc1F,0%,2%,-1%
CCOc1cc(/C=N/NC(=O)CN2CCCCC2)ccc1OCc1ccccc1,?,4%,-17%
CC(C)c1ccc(NC(=S)NNC(=O)C2CC2)cc1,?,5%,15%
CCC(C)NC(=O)C1CCN(S(=O)(=O)N2CCOCC2)CC1 (centres undefined),-1%,-1%,2%
COCCn1c(N)c(Sc2ccc([N+](=O)[O-])cc2)c(=O)[nH]c1=O,0%,5%,15%
CCCOc1ccc(C(=O)OCC(=O)NCCc2ccc(OCC)c(OCC)c2)cc1OC,?,1%,?
COc1ccccc1-n1c(SCC(=O)N2CCCC2)nnc1-c1ccccc1,-13%,.,-17%

# Sorted by molar mass (low to high): three of the compounds above
SMILES,GCN5L2 inh,TDP1 block,TDP1 cell noCPT
CC1CC(=O)N(CC(=O)NCc2ccco2)c2ccccc2S1 (centres undefined),3%,0%,-18%
COc1ccccc1-n1c(SCC(=O)N2CCCC2)nnc1-c1ccccc1,-13%,.,-17%
CCN1C(=O)[C@H]2[C@@H](c3ccc(-c4ccccc4)cc3)N[C@@](CC(C)C)(C(=O)OC)[C@H]2C1=O,-8%,-1%,18µM*

# Source: PubChem BioAssay (National Center for Advancing Translational Sciences (NCATS))
